LYPLA1 inh: LYPLA1 (human) inhibition in PME1 counter-screen; O75608; recombinant LYPLA1, FP-Rh probe fluorescence polarization; inhibition, % at 5.9 µM; 320,000 compounds, 0.16% hits;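 active = inhibition above the mean of all tested compounds plus 3 SD, set per campaign, cut at about 14% in these data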;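 also: inhibitors block serine hydrolase probe labeling of LYPLA1 so polarization falls; 0% = enzyme with DMSO and 100% = wells lacking LYPLA1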
PAD4 inh: blocks human protein arginine deiminase 4; Q9UM07; AID 485272; 330,000 compounds, 0.41% hits; recombinant PAD4, RCA probe fluorescence polarization; inhibition, % at 6.36 µM;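 active = percent inhibition above a cutoff equal to the mean of all tested compounds plus 3 SD, cut at about 15% in these data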;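 also: 0% = PAD4 with RCA probe and DMSO and 100% = probe without PAD4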
LYPLA2 counter: blocks human lysophospholipase 2, a PME1 counter-screen. 320,000 compounds, 0.38% hits. AID 2177. inhibition, % at 5.9 µM. O95372. recombinant LYPLA2, FP-Rh probe fluorescence polarization;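 active = inhibition above the screen-wide mean plus 3 SD, limit set per campaign, cut at about 26% in these data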;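 also: 0% = LYPLA2 with DMSO and 100% = wells lacking LYPLA2 enzyme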
pPAFAH inh: inhibitors of human plasma PAF acetylhydrolase (pPAFAH); Q13093; recombinant pPAFAH, FP-rhodamine probe fluorescence polarization; inhibition, % at 3.39 µM; 330,000 compounds, 1.5% hits;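 active = inhibition above the mean inhibition across the screen plus 3 SD, cut at about 25% in these data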;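 also: inhibitors block binding of the rhodamine activity-based probe so polarization drops; 0% = enzyme with DMSO and 100% = wells lacking pPAFAH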
Target sequence (Q13093 whole entry, looked up): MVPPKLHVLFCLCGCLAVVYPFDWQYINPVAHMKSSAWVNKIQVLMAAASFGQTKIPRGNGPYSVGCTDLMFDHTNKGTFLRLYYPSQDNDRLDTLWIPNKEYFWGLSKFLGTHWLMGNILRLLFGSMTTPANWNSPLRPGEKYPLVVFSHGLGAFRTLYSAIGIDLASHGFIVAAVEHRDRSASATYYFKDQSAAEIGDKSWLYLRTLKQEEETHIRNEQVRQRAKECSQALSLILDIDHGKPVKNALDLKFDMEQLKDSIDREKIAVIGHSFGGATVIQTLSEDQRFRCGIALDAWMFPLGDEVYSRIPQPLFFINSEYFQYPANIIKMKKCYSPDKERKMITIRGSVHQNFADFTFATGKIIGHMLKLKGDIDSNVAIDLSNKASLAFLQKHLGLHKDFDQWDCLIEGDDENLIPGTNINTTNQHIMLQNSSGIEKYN
PAFAH1B3 FP inh: PAFAH1B3 (human) inhibition | Q15102 | recombinant PAFAH1B3, FP-rhodamine probe, fluorescence polarization | inhibition, % at 3.39 µM | 340,000 compounds, 0.28% hits | AID 492972;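 active = inhibition above the screen-wide average of all tested compounds plus 3 SD, cut at about 25% in these data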;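 also: 0% = enzyme with DMSO only and 100% = wells lacking PAFAH1B3 protein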
GSTO1 inh: blocks human GSTO1 in RBBP9 counter-screen; P78417; recombinant GSTO1, activity-based probe fluorescence polarization; inhibition, % at 5.96 µM; 300,000 compounds, 1.1% hits;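 active = inhibition above the campaign mean inhibition plus 3 SD, cut at about 35% in these data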;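 also: 0% = GSTO1-1 with DMSO and 100% = wells lacking GSTO1-1 enzyme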
Target sequence (P78417 whole entry, looked up): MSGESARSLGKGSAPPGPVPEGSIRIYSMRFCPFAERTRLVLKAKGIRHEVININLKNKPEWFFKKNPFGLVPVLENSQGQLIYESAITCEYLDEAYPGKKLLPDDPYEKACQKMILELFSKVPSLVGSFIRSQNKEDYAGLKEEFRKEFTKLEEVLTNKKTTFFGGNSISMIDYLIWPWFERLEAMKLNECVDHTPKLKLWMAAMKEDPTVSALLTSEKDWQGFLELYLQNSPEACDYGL
PREPL inhibitor: inhibits the human prolyl oligopeptidase-like enzyme; Q4J6C6; recombinant PREPL, fluorescence polarization activity-based probe; inhibition, % at 5.96 µM; 320,000 compounds, 0.68% hits; AID 2751; in the data active = inhibition above about 43%;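 also: 0% = enzyme with DMSO and 100% = wells lacking enzyme; many of its hits are not listed in these tables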
PAFAH2 FP inh: PAFAH2 (human) inhibition; Q99487; 340,000 compounds, 0.99% hits; inhibition, % at 3.39 µM; recombinant PAFAH2, FP-rhodamine activity probe, fluorescence polarization; AID 492956;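 active = inhibition above the mean over all tested compounds plus 3 SD, cut at about 30% in these data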;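 also: inhibitors block probe labeling of enzyme so polarization drops; 0% = enzyme with DMSO and 100% = wells lacking PAFAH2 protein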
PAFAH1B2 FP inh: blocks human PAF acetylhydrolase 1b catalytic subunit 2; AID 492953; recombinant PAFAH1B2, FP-rhodamine activity probe, fluorescence polarization; inhibition, % at 3.39 µM; P68402; 340,000 compounds, 1.2% hits;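 active = inhibition above the mean of all tested compounds plus 3 SD, cut at about 24% in these data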;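 also: 0% = enzyme with DMSO and 100% = wells lacking PAFAH1B2; many of its hits are not listed in these tables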
Target sequence (P68402 whole entry, looked up): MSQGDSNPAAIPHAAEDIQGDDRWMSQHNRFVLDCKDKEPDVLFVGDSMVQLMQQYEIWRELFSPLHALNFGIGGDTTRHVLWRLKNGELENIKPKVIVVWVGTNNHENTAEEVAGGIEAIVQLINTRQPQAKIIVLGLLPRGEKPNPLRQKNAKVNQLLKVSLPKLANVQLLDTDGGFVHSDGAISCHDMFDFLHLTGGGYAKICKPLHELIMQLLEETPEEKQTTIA
* marks the source's active call; other numbers are inactive results; · = not tested or not shown.

Every second line gives: GSTO1 inh	pPAFAH inh	PREPL inhibitor	PAFAH1B3 FP inh	PAFAH2 FP inh	PAD4 inh	LYPLA2 counter	PAFAH1B2 FP inh	LYPLA1 inh
1: CCOc1ccc(NC(=O)NC(=O)N(C(C)C)S(C)(=O)=O)cc1
→ 11	8	4	1	1	0	4	1	-2
2: Cc1cccc(-n2c(C)n[nH]c2=S)c1
→ 2	0	13	4	-1	-4	2	7	2
3: COc1cccc(C2N(c3ccccc3)CCN2c2ccccc2)c1OC
→ 7	7	19	6	6	-3	0	6	0
4: N#Cc1ccccc1/C=C/C(=O)N1CCOCC1
→ -14	-5	15	11	-4	2	-3	3	-4
5: O=C(C[C@H]1C/C=C\C[C@@H](Cc2ccc(F)cc2)C(=O)OC[C@H]2CCCN2C1=O)N[C@H](CO)Cc1ccccc1
→ ·	-6	32	-6	7	3	·	28*	·
6: c1ccc2c(CSCc3nc4ccccc4[nH]3)cccc2c1
→ -4	-12	-6	8	0	-4	-10	6	-1
7: CCCNC(=O)NC(=O)CSc1nc2ccccc2c(=O)n1Cc1ccncc1
→ 3	1	-1	-3	1	-1	2	-7	-2
8: O=C(Nc1nccs1)c1ccc(COc2ccccc2Cl)o1
→ 4	4	-10	3	0	3	-4	5	-4
9: O=C1C=CCCC1
→ ·	-1	16	4	-3	-3	0	-2	2
10: Cc1nc(NCCc2ccccc2)sc1C(=O)N(C)C
→ -1	0	14	-5	-4	-4	-3	5	1
11: CC1(C)Cc2ccccc2C(NN=C2CCCC2)=N1
→ 9	1	7	13	-6	0	-2	1	-3
12: Cc1ccc(F)cc1NC(=O)C1C2CCC(O2)C1C(=O)O (centres undefined)
→ -5	2	26	7	-6	2	11	0	5
13: Cc1cccc(NC(=O)c2ccc(NC(=O)c3ccccc3Br)cc2)c1
→ -13	-1	11	-1	-1	0	-5	-4	-4
14: Cc1ccc(S(=O)(=O)CC(O)CN2CCCC2=O)cc1 (centres undefined)
→ -3	8	-7	-5	2	1	-2	4	-3
15: C/C(Cl)=C\Cn1c(NCCCn2ccnc2)nc2c1c(=O)n(C)c(=O)n2C
→ 3	1	-3	-6	-1	-4	1	1	2
16: O=c1oc(CCCO)cc2ccc(C#Cc3ccsc3)cc12
→ ·	2	11	5	1	1	15	3	0
17: COc1ccc(OC)c(S(=O)(=O)Nc2cnc3ccccc3c2)c1
→ 2	2	-11	-1	1	-3	5	2	-2
18: O=C(NC(=O)N1CCCC1)c1csnn1
→ -8	-3	21	4	0	1	4	-2	-1
19: Cc1ccc(S(=O)(=O)N2CCC(C(=O)NC3CC3)CC2)cc1
→ 0	0	-2	1	0	0	0	5	1
20: CCc1ccc(NC(=S)N2CCN(c3cccc(OC)c3)CC2)cc1
→ 9	-3	6	11	0	-1	-4	6	-2
21: O=C(O)/C=C\C(=O)Nc1ccccc1C(=O)N1CCN(c2ccc(Cl)cc2)CC1
→ -7	2	19	5	0	4	11	3	6
22: O=C(OCC(=O)N(CCc1ccccc1)Cc1ccccc1)c1cc(S(=O)(=O)N2CCOCC2)ccc1F
→ 22	10	12	10	3	6	5	4	0
23: Cn1c(CNC(=O)OC(C)(C)C)n[nH]c1=S
→ 7	4	1	6	3	-4	-5	5	-2
24: COc1ccc(NC(=O)c2ccc(-c3ccccc3)cc2)cc1S(=O)(=O)N1CCOCC1
→ -9	-2	-5	-5	-1	-6	-1	-3	-3
25: COc1ccc(C)cc1NC(=O)N1CCC(CO)(CC2CCCCO2)CC1 (centres undefined)
→ 6	-1	9	7	0	-3	-5	6	-2
26: CC(C)CNC(=S)N(CCCO)Cc1cc2cc3c(cc2[nH]c1=O)OCCO3
→ -3	6	9	9	0	-2	-4	-2	3
27: CCC(C)Nc1nc(N)c([N+](=O)[O-])c(NC2CCCCC2)n1 (centres undefined)
→ -7	2	12	11	-1	4	4	5	0
28: Cc1ccc(CNC(=O)C2CCN(S(=O)(=O)c3ccc4c(c3)OCCCO4)CC2)cc1
→ -3	3	-5	1	-5	0	1	6	-2
29: Cn1c(=O)c2c(nc(SCCN3CCCCC3)n2C)n(C)c1=O
→ 1	2	-4	3	9	-4	3	-1	-1
30: COc1ccc(N2CCN(S(=O)(=O)c3cc4c(cc3C)N(C(C)=O)CCO4)CC2)cc1
→ -1	1	-1	4	-5	2	8	3	6

Compounds listed so far containing an aryl methoxy group, in the order listed:
Every second line gives: GSTO1 inh	pPAFAH inh	PREPL inhibitor	PAFAH1B3 FP inh	PAFAH2 FP inh	PAD4 inh	LYPLA2 counter	PAFAH1B2 FP inh	LYPLA1 inh
3: COc1cccc(C2N(c3ccccc3)CCN2c2ccccc2)c1OC
→ 7	7	19	6	6	-3	0	6	0
17: COc1ccc(OC)c(S(=O)(=O)Nc2cnc3ccccc3c2)c1
→ 2	2	-11	-1	1	-3	5	2	-2
20: CCc1ccc(NC(=S)N2CCN(c3cccc(OC)c3)CC2)cc1
→ 9	-3	6	11	0	-1	-4	6	-2
24: COc1ccc(NC(=O)c2ccc(-c3ccccc3)cc2)cc1S(=O)(=O)N1CCOCC1
→ -9	-2	-5	-5	-1	-6	-1	-3	-3
25: COc1ccc(C)cc1NC(=O)N1CCC(CO)(CC2CCCCO2)CC1 (centres undefined)
→ 6	-1	9	7	0	-3	-5	6	-2
30: COc1ccc(N2CCN(S(=O)(=O)c3cc4c(cc3C)N(C(C)=O)CCO4)CC2)cc1
→ -1	1	-1	4	-5	2	8	3	6

Part of the list above with just LYPLA1 inh, PAFAH1B2 FP inh and pPAFAH inh:
cpd | Molecule | LYPLA1 inh | PAFAH1B2 FP inh | pPAFAH inh
3 | COc1cccc(C2N(c3ccccc3)CCN2c2ccccc2)c1OC | 0 | 6 | 7
4 | N#Cc1ccccc1/C=C/C(=O)N1CCOCC1 | -4 | 3 | -5
5 | O=C(C[C@H]1C/C=C\C[C@@H](Cc2ccc(F)cc2)C(=O)OC[C@H]2CCCN2C1=O)N[C@H](CO)Cc1ccccc1 | · | 28* | -6
6 | c1ccc2c(CSCc3nc4ccccc4[nH]3)cccc2c1 | -1 | 6 | -12
7 | CCCNC(=O)NC(=O)CSc1nc2ccccc2c(=O)n1Cc1ccncc1 | -2 | -7 | 1
8 | O=C(Nc1nccs1)c1ccc(COc2ccccc2Cl)o1 | -4 | 5 | 4
9 | O=C1C=CCCC1 | 2 | -2 | -1

Further records.
Every second line gives: GSTO1 inh	pPAFAH inh	PREPL inhibitor	PAFAH1B3 FP inh	PAFAH2 FP inh	PAD4 inh	LYPLA2 counter	PAFAH1B2 FP inh	LYPLA1 inh
31: Cc1ccccc1-c1nc2cc(Cl)ccc2c(=O)o1
→ -16	-4	-11	-5	16	-10	1	0	3
32: CCn1cc(/C=N/NS(=O)(=O)c2ccc(OC)cc2)c(C)n1
→ 3	-4	9	6	-4	-4	-1	0	1
33: Cc1ccc(C2Nc3cccc4cccc(c34)N2)cc1
→ 26	10	13	8	-18	-5	2	14	-3
34: COc1cc2nc(-c3ccc(Br)o3)oc(=O)c2cc1OC
→ -4	3	6	5	53*	-3	2	-2	-2
35: CCOC(=O)C1CCN(CC(O)COC(CC)c2ccccc2)CC1 (centres undefined)
→ -4	3	3	7	-3	3	2	5	1
36: CN(C)CC/C=C1/c2cc(F)ccc2Sc2ccc(Cl)cc21
→ 5	3	-20	7	-2	0	0	4	-1
37: Cc1ccc2c(CN3CCN(CCO)CC3)cc(=O)oc2c1
→ 4	0	6	8	3	-1	1	7	0
38: COc1cc(/C=C(\C#N)c2nc3ccccc3n2C)cc(OC)c1O
→ 5	3	4	9	-9	-1	1	-1	1
39: CC(Sc1ccccc1)C(=O)N(CCC#N)Cc1cccnc1 (centres undefined)
→ 0	2	10	4	2	-3	9	1	1
40: COC(=O)c1sccc1-c1ccc(C(N)=O)o1
→ 11	0	0	·	·	-6	3	·	-2
41: CCCOc1c(OC)cccc1C1CC(=O)Nc2cc3c(cc21)OCCO3 (centres undefined)
→ 4	15	9	7	0	-3	-6	-4	1
42: CC(Oc1ccccc1F)C(=O)NCCN1CCCCC1 (centres undefined)
→ 5	4	1	-5	-6	-1	0	0	4
43: CCN(CC(=O)Nc1c(F)cccc1F)C(=O)c1ccc(-c2ccccc2)cc1
→ -3	6	2	4	8	0	2	3	2
44: c1ccc(C(c2ccccc2)N2CCN(c3ccc4ccccc4n3)CC2)cc1
→ -7	0	-3	-6	-3	-4	2	-2	-2
45: NS(=O)(=O)c1ccc(N2N=C(c3ccccc3)CC2c2ccc(F)cc2)cc1 (centres undefined)
→ 15	19	10	4	-2	3	5	5	1
46: C=CCn1c(=O)c(C(=O)NC2CC2)c(O)c2cc(OC)c(OC)cc21
→ 9	1	22	5	-5	0	4	-1	1
47: Cc1ccnc(NC(=O)c2cc(S(=O)(=O)N3CCCCC3)ccc2Cl)c1
→ 4	2	1	5	2	-1	16	7	5
48: CCCCS(=O)(=O)/C=C\C=C/S(=O)(=O)CCCC
→ 10	-1	0	-2	1	0	-1	-1	2
49: CN1C(=O)N(C)C2(c3ccccc3)NC(=O)NC12c1ccccc1 (centres undefined)
→ -5	3	27	2	0	-4	3	12	5
50: CC(=O)N(c1ccccc1)c1nc(/C=C/C(=O)Nc2c(C)cc(C)cc2C)cs1
→ 3	-2	-2	3	1	0	-1	4	1
51: O=C(COc1c(Cl)cccc1Cl)NN1C(=O)CSC1=S
→ 4	1	3	-4	-3	-8	-1	3	1
52: Cc1ccc(C)c(CNS(=O)(=O)c2c(C)[nH]c(C)c2C(=O)N2CCCC2)c1
→ -6	0	0	-3	4	-4	-3	6	1
53: O=C(COc1cccc(Br)c1)N/N=C/C(=O)c1ccccc1
→ -8	5	-8	5	3	0	2	-2	0
54: COc1cc(S(=O)(=O)N2CCC(c3nc4ccccc4s3)CC2)ccc1S(=O)(=O)N1CC(C)CC(C)C1 (centres undefined)
→ -2	3	13	3	1	5	5	2	5
55: Cc1cc(NC(=O)CC(C)(C)C)nc2c1c(=O)oc1ccccc12
→ -2	3	10	5	-3	3	3	1	1
56: COC(CNc1ncnc2sc(-c3ccccc3)cc12)OC
→ -2	7	-15	6	1	1	-2	7	-6
57: O=c1oc2cc(OCc3nn[nH]n3)ccc2c2c1CCCC2
→ -4	-9	-8	-5	-1	-2	0	2	-1
58: O=C(Nc1ccc(Cl)cc1)N1CCSCC1
→ -4	-3	6	7	0	-4	12	-2	4
59: CC1(C)CC(=O)N(CC(=O)NCc2ccccc2)c2ccccc2S1(=O)=O
→ 5	2	10	8	-8	3	-2	1	1
60: CC(C)(Oc1ccc(Cl)cc1)C(=O)NC1CCN(Cc2ccccc2)CC1
→ -2	2	0	6	-2	-1	4	0	2
61: NS(=O)(=O)c1ccc(N/N=C/c2cn(-c3ccccc3)nc2-c2cccs2)cc1
→ -13	-8	15	-6	-16	7	5	-4	-8
62: CSc1nc(=S)cc(C)[nH]1
→ 11	4	8	7	-2	-4	-4	4	1

Complete entries, quoted from the list. Order of screens: GSTO1 inh, pPAFAH inh, PREPL inhibitor, PAFAH1B3 FP inh, PAFAH2 FP inh, PAD4 inh, LYPLA2 counter, PAFAH1B2 FP inh, LYPLA1 inh
`COc1cc2nc(-c3ccc(Br)o3)oc(=O)c2cc1OC` across the screens: -4, 3, 6, 5, 53*, -3, 2, -2, -2
`Cn1c(CNC(=O)OC(C)(C)C)n[nH]c1=S` across the screens: 7, 4, 1, 6, 3, -4, -5, 5, -2
`O=C(NC(=O)N1CCCC1)c1csnn1` across the screens: -8, -3, 21, 4, 0, 1, 4, -2, -1

Screening data from PubChem.

Only part of the results is shown, so the mix of outcomes need not match the whole.
